Screening results: PubChem BioAssay, National Center for Advancing Translational Sciences (NCATS)
NPSR antagonist – qHTS Assay for Antagonists of the Neuropeptide S Receptor: cAMP Signal Transduction. CHO-NPSR cells, cAMP TR-FRET, antagonist mode. 1% of 220,000 active. Potency, µM (top dose mostly 38.3 µM), without a hit: top-dose activity change, negative = inhibition, most hits filed as inhibitors; further: potency means the concentration at half of the fitted maximal effect; on the % scale 0 is the no-effect control and ±100 the full control effect; nearly all actives have a fitted effect of over 50% in size; many of its hits are not listed in these tables
CBFb RUNX1 block – qHTS Assay for Compounds Blocking the Interaction Between CBF-beta and RUNX1 for the Treatment of Acute Myeloid Leukemia; 230,000 tested, under 10 active; Runt-related transcription factor 1 (Homo sapiens) + Core-binding factor subunit beta …; Potency, µM (highest dose often 59.8 µM), without a hit: top-dose activity, negative = inhibition, hits mostly inhibitors; AlphaScreen CBFb-His/RUNX1-biotin binding, biochemical; AID 1477, 2009; further: % of control where 0% means no effect
Target sequence (Q01196 whole entry, looked up): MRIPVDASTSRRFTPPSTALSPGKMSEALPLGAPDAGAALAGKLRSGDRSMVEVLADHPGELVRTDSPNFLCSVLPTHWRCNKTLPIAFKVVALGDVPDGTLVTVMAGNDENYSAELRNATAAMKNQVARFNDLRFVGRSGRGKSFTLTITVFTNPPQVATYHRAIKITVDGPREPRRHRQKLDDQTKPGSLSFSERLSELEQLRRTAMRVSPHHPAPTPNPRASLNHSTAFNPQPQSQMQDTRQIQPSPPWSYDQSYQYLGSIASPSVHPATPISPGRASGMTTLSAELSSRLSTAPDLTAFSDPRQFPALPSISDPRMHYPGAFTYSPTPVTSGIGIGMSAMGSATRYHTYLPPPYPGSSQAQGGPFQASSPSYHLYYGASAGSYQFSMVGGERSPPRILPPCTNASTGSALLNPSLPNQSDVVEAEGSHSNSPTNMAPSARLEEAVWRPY
Target sequence (Q13951 whole entry, looked up): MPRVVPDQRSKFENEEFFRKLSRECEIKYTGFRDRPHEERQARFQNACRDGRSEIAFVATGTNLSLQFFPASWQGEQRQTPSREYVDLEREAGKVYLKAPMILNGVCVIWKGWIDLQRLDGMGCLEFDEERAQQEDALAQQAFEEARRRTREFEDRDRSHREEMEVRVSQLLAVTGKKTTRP
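Room-temperature protein-protein interaction test with 30 nM each of His-tagged CBF-beta and biotinylated RUNX1, 15 min with compound, then 90 min with nickel plus streptavidin beads. Signal read in AlphaScreen mode.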
GLA spleen mod – qHTS Assay for Inhibitors and Activators of Human alpha-Galactosidase From Spleen Homogenate; Alpha-galactosidase A (Homo sapiens), P06280; human spleen homogenate, 4MU-alpha-Gal fluorescence, 40 min; Potency, µM (series often up to 80 µM), inactives show top-dose activity change, negative = inhibition, usual class: inhibitors; 0.008% of 240,000 active; AID 2107, 2009;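 further: potency means the concentration at half of the fitted maximal effect; 0% = enzyme with vehicle and -100% = no enzyme basal signal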
Target sequence (P06280 32-429 limits assumed): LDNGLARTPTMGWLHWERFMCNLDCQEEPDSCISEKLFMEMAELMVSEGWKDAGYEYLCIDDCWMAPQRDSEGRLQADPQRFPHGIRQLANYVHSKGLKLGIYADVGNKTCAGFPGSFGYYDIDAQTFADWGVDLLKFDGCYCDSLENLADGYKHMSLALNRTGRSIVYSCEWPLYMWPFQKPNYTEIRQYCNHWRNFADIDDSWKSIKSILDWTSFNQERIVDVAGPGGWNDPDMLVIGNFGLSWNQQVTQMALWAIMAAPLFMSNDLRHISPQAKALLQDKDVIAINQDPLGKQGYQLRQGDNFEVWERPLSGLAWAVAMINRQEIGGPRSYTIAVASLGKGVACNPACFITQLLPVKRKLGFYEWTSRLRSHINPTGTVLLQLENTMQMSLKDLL
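Human spleen homogenate (1 ug) was the enzyme source, with 4-methylumbelliferyl-alpha-D-galactopyranoside (1 mM final) in pH 5.0 citrate buffer with 0.01% Tween-20. Compounds were titrated; after 40 min at 37C, NaOH/glycine stop, 4-MU fluorescence read; AC50 from Hill fits.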
IMPase Li cell – qHTS Assay for Identifying the Cell-Membrane Permeable IMPase Inhibitors: Potentiation with Lithium. CHO-M1 cells, IP1 TR-FRET (IP-One), carbachol + lithium. Potency, µM (series often up to 59.4 µM), inactives show top-dose activity, negative = IMPase inhibition, usual class: inhibitors. 0.35% of 210,000 active. AID 1457, 2008;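 further: IP1 builds up when IMPase is blocked and the TR-FRET signal falls; potency means the concentration at half of the fitted maximal effect; plate controls were basal vehicle for no effect and high inhibitor control for full effect; nearly all actives have a fitted effect of over 50% in size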
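Readout is a homogeneous TR-FRET IP1 immunoassay (Ex 320, Em 665 and 620), where raised cytosolic IP1 lowers signal. Cells were CHO-M1 treated 30 min at 37C with test compounds plus a little lithium; AC50 values came from Hill-equation fitting.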
Lamin A splicing – qHTS Assay for Modulators of Lamin A Splicing. 0.01% of 200,000 active. HeLa LMNA splicing GFP/RFP minigene ratio, 48 h. AID 1487, 2009. Potency, µM (doses to about 46.1 µM), for inactives: at the highest dose ratio change, negative = inhibition, hits mostly inhibitors; active means well fitted inhibition curve with a large enough effect in the signal ratio, with a control signal flat, not every such curve was filed as active; inconclusive means small, poorly fitted or top-dose-only effect, or effect the other way, or a change in a side signal; the % refers to the signal ratio; further: potency means the concentration at half of the fitted maximal effect; on the % scale 0 is the no-effect control and ±100 the full control effect
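S3 HeLa cells stably expressing lamin A-EGFP splicing minigene plus DsRed2, 600 cells/well, 48 h compound exposure at 37C. Laser-scanning cytometry; analysed as GFP (500-530 nm)/RFP (575-640 nm) total intensity ratio; 0.5% DMSO vehicle.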
Luc counter – Counterscreen for Luciferase (Kinase-Glo TM) Inhibition; Luciferin 4-monooxygenase (Photuris pensylvanica), Q27757; Kinase-Glo luciferase, ATP luminescence, 8 min; Potency, µM (highest dose often 38.3 µM), inactives show at the top dose activity change, negative = inhibition, usual class: inhibitors; 0.28% of 200,000 active; AID 1379, 2008; further: potency means the concentration at half of the fitted maximal effect; on the % scale 0 is the no-effect control and ±100 the full control effect; nearly all actives have a fitted effect of over 60% in size
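Compound is pinned into ATP-containing buffer (10 uM ATP, imidazole pH 7.2, 7 mM MgCl2). Kinase-Glo luciferase reagent is then added. Light output is recorded following an 8-min room-temperature incubation.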
Epigenetic reg – Quantitative High-Throughput Screen for Regulators of Epigenetic Control | 0.2% of 280,000 active | Potency, µM (top dose mostly 53.9 µM), inactives show top-dose GFP activation, usual class: activators | AID 1865, 2009 | murine LDR cells, GFP reporter derepression, 30 h; further: potency means the concentration at half of the fitted maximal effect; % of control where 0% means no effect; nearly all actives have a fitted effect of over 60% in size
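GFP-positive cell count by laser-scanning cytometry (objects 20–120 um) after 30 h, 37 C compound exposure of murine LDR cells; reporter is CMV-GFP integrated at a silenced locus, inducible by HDAC or DNMT inhibitors.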
The depositor's hits bear a star; ? = inconclusive; nt = no result given; [ ] = dose if it differs, or a comment. Unless noted, the call rests on the fitted dose curve; in most records, active means well fitted curve in the direction sought with a large enough effect; inconclusive means small, poorly fitted or top-dose-only effect, or another doubt; inactive means no such curve, though single readings can be large; an effect the other way counts as inactive or inconclusive. The list is partial; the hit share may differ from the screen's.

SMILES	NPSR antagonist	CBFb RUNX1 block	GLA spleen mod	IMPase Li cell	Lamin A splicing	Luc counter	Epigenetic reg
COc1cccc2sc(Nc3nc(C)c(C(C)=O)s3)nc12	1.4%[46.1 µM]	-6.9%	10.6%	26.8%	?	-5.6%	2.0%
COc1ccccc1/C=C/C(=O)c1ccc(Cl)cc1	-16.9%[46.1 µM]	3.0%	-7.8%	22.7%[38.3 µM]	?	-4.5%	6.4%
COc1ccc(OCC(=O)NNC(=O)c2ccc(-c3ccccc3)cc2)cc1	0.8%[46.1 µM]	-3.1%	-17.2%	-10.3%[38.3 µM]	2.1%	-5.8%	5.1%
COc1c(CC=C(C)C)cc(C2CC(=O)c3c(O)cc(O)cc3O2)cc1CC=C(C)C (centres undefined)	?	9.4%	3.7%	nt	nt	nt	7.5%
COc1ccccc1N1CCN(C(=O)c2ccc3nc[nH]c3c2)CC1	17.8%	3.2%	-6.8%	-2.8%	-12.6%	-0.5%	0.5%
COc1ccc(/C(N)=N/O)c(OC)c1	16.0%	6.6%	7.0%	-0.3%	10.8%[46 µM]	-1.0%	-2.6%
Clc1ccc(-c2csc(-c3ccncc3)n2)cc1	-10.3%	0.1%	7.1%	1.8%	?	-1.6%	0.1%
COc1ccc(C(=O)Nc2cc(Cl)cc(Cl)c2)c(OC)n1	1.0%[46.1 µM]	3.2%	-3.8%	1.5%[38.3 µM]	6.6%	-1.9%	-1.8%
CCN(CC(=O)Nc1cc(C)c(Cl)cc1OC)CC(=O)NC1CCS(=O)(=O)C1 (centres undefined)	-4.9%	6.7%	1.4%	-0.4%	nt	6.1%	-6.1%
O=C(NNC(=O)c1ccc2c(c1)OCO2)NC1CCCCC1	-4.8%[46.1 µM]	-0.4%	7.6%	1.8%[38.3 µM]	5.6%	-4.0%	0.6%
COc1ccc(C(c2nnnn2C2CCCCC2)N2CCN(C)CC2)c(OC)c1 (centres undefined)	1.8%	3.4%	1.0%	2.8%	18.5%[46 µM]	-3.4%	1.1%
O=C1CC[C@@H](CN(Cc2ccccn2)Cc2nc(Cc3cccc(C(F)(F)F)c3)no2)N1	5.7%	5.9%	0.8%	9.0%	nt	-1.5%	0.0%
O=C(N=C1c2ccccc2CN1c1ccccc1)c1cccc([N+](=O)[O-])c1	-4.9%	15.3%	-0.9%	2.5%	-3.5%	0.5%	1.3%
CC(C)(C)NC(=O)c1ccc2c3c(cccc13)CC2	10.3%	7.2%	1.4%	5.6%	22.1%[46 µM]	-1.0%	3.9%
COC(=O)/C=C/C(=O)Nc1cccc(C(F)(F)F)c1	1.9%	-10.3%	4.7%	1.8%	?	1.5%	3.4%
Cc1ccccc1Cn1nc(C)c(NC(=O)c2cc3n(n2)C(C(F)F)CC(C(F)F)N3)c1C (centres undefined)	-5.3%[46.1 µM]	7.1%	-16.2%	11.2%[38.3 µM]	3.7%	0.7%	-1.1%
C=CCNC(=O)c1onc(CSc2ccc(C(C)C)cc2)c1C(=O)O	12.5%[46.1 µM]	-0.7%	1.6%	5.9%[38.3 µM]	?	3.6%	-0.9%
CCCc1[nH]nc2c1C1(C(=O)N(CC)c3ccccc31)C(C#N)=C(N)O2 (centres undefined)	-5.0%[46.1 µM]	6.3%	-1.2%	-0.8%[38.3 µM]	0.0%	0.1%	0.0%
NC(=O)C1CCN(C(=O)C23CC4CC(CC(C4)C2)C3)CC1	12.8%[46.1 µM]	2.7%	-10.9%	-1.6%[38.3 µM]	0.0%	0.7%	-2.1%
COc1ccc2[nH]c(=O)c(CN(CCCN(C)C)C(=O)Nc3ccc(F)cc3)cc2c1	-7.4%[7.67 µM]	2.2%	3.4%	10.7%[38.3 µM]	?	-9.7%	2.7%
CCOc1ccccc1NC(=O)COC(=O)C1CC1	14.6%	-5.0%	2.5%	-8.4%	10.9%[46 µM]	-2.1%	8.5%
COc1ccc(N(Cc2cc3ccccc3[nH]c2=O)S(=O)(=O)c2ccccc2)cc1	-49.4%	-3.8%	-0.8%	nt	nt	nt	-1.0%
CN(C)c1cc(-c2ccc(C#N)cc2)oc(=O)c1Cl	9.6%	0.7%	4.5%	nt	nt	nt	-1.0%
COCCNC(=O)C12CC3CC(C1)CC(c1ccccc1)(C3)C2	-7.4%	10.9%	-0.5%	8.0%	?	-0.2%	1.4%
COC(=O)COc1ccc(NS(=O)(=O)c2cccc([N+](=O)[O-])c2)cc1	-6.3%	10.2%	11.7%	20.5%	nt	5.5%	-3.2%

More compounds
SMILES	NPSR antagonist	CBFb RUNX1 block	GLA spleen mod	IMPase Li cell	Lamin A splicing	Luc counter	Epigenetic reg
COc1cccc(/C=N/n2nnnc2N)c1OCc1ccccc1Cl	0.1%[46.1 µM]	3.1%	2.6%	7.0%	3.8%	6.7%	1.2%
COc1ccc(Cl)cc1S(=O)(=O)N1CCN(c2ccc(F)cc2)CC1	-13.7%[46.1 µM]	2.6%	-1.9%	32.9%[activator][38.3 µM]	?	-3.3%	-11.1%
COc1cc(NC(=O)c2ccc(NS(=O)(=O)c3c(C)noc3C)cc2)cc(OC)c1	-17.3%[46.1 µM]	0.4%	-4.2%	-1.6%[38.3 µM]	13.9%	9.9%	-1.1%
Cc1ccc(SCC(=O)NC(=O)Nc2ccc3c(c2)OCCO3)cc1C	-1.2%	6.7%	-2.0%	0.4%	13.8%	1.7%	0.0%
Cn1ccnc1SCC(=O)Nc1ccc(Oc2ccccc2)cc1	-8.0%[46.1 µM]	-0.6%	6.5%	12.4%[38.3 µM]	?	-11.7%	-1.9%
Cc1c(Cl)cccc1NC(=O)CC(C(=O)O)C1CCCO1 (centres undefined)	-1.3%[46.1 µM]	1.7%	5.7%	-5.7%[38.3 µM]	9.2%	-7.5%	6.5%
O=C(OCc1nnc(-c2ccccc2)o1)c1cc(F)c(F)cc1Cl	-0.7%	12.6%	-2.5%	-9.8%	16.2%[46 µM]	-0.5%	-1.3%
Cn1c(Cl)c(/C=N/OC(=O)C(C)(C)C)c2ccccc21	-19.6%	22.3%	7.6%	21.6%	10.9%[46 µM]	-0.5%	-3.8%
CCOC(=O)C1=C(C)NC(C)=C(C(=O)OCC)C1c1ccc(O)cc1	1.5%[46.1 µM]	3.8%	7.2%	33.6%[38.3 µM]	-26.6%	-0.4%	1.0%
O=C(NCCO)C1(c2ccccc2)CCCC1	-0.4%[46.1 µM]	12.3%	-27.9%	9.4%[38.3 µM]	14.0%	-3.1%	0.0%
CNNC(=S)Nc1cccc(C(F)(F)F)c1	-12.9%	10.5%	4.2%	nt	nt	nt	0.5%
O=C(Nc1sc2c(c1C(=O)O)CCCCC2)c1ccccc1F	-23.2%	-8.9%	1.0%	-3.0%	?	-4.7%	-0.6%
O=c1c(-c2ccccc2)c(O)nc2ccccn12	5.3%[46.1 µM]	8.9%	6.6%	-27.7%[38.3 µM]	0.9%	-5.7%	-0.7%
COc1ccccc1CNC(=O)COC(=O)c1cc(-c2ccco2)nc2ccccc12	-21.6%[46.1 µM]	nt	15.2%	18.8%[38.3 µM]	-7.2%	-5.5%	3.1%
O=c1[nH]c2cc3c(cc2cc1CN(CC1CCCO1)S(=O)(=O)c1ccc(Cl)cc1)OCCO3 (centres undefined)	?	-4.5%	2.9%	5.1%[38.3 µM]	9.8%	-1.3%	0.0%
O=C1C(Cl)=C(Nc2ccccc2O)C(=O)N1c1ccccc1	-9.7%[46.1 µM]	-0.3%	6.4%	10.3%[38.3 µM]	-18.6%	-1.6%	4.0%
O=C(Nc1ccc(Cc2ccncc2)cc1)c1ccc(Cl)c([N+](=O)[O-])c1	-27.4%[46.1 µM]	13.4%	-16.5%	20.2%[38.3 µM]	-2.4%[0.0737 µM]	0.6%	-0.9%
O=C1/C(=C/c2ccco2)SC(=S)N1CC1CCCO1 (centres undefined)	57.4%	?	8.9%	nt	nt	nt	0.2%
CCOC(=O)C(NC(=O)c1ccc(Cl)cc1Cl)(Nc1ccc(C)cc1)C(F)(F)F (centres undefined)	-17.6%[46.1 µM]	-2.2%	-26.3%	17.4%[38.3 µM]	9.7%	-0.3%	1.5%
CN(C)c1nc(N/N=C/c2ccccc2O)nc(Nc2ccc(F)cc2)n1	-41.5%	?	1.6%	17.1%	nt	nt	?
COc1ccc(NC(=O)c2ccc(C)cc2)c(OC)c1	8.7%	-2.7%	0.1%	-3.9%	?	-2.3%	0.0%
CCOc1cc(C2c3c(n[nH]c3C)C(=O)N2c2ccc(Br)cc2)ccc1O (centres undefined)	-13.2%[46.1 µM]	-2.7%	?	32.4%[activator][38.3 µM]	?	-3.6%	-1.1%
COP(=O)(/C=C/c1ccccc1)C(O)c1ccc(F)cc1 (centres undefined)	-13.0%[46.1 µM]	4.4%	-6.4%	34.7%[activator][38.3 µM]	-2.3%	-2.4%	1.0%
CN(CC(=O)Nc1ccc(OC(F)(F)F)cc1)C1CCCCC1	-12.1%	-5.2%	2.2%	7.9%	nt	1.7%	0.0%

Five entries from above, set out differently:
Each structure is followed by: NPSR antagonist, CBFb RUNX1 block, GLA spleen mod, IMPase Li cell, Lamin A splicing, Luc counter, Epigenetic reg
O=C(OCc1nnc(-c2ccccc2)o1)c1cc(F)c(F)cc1Cl
→ -0.7%, 12.6%, -2.5%, -9.8%, 16.2%[46 µM], -0.5%, -1.3%
Cn1c(Cl)c(/C=N/OC(=O)C(C)(C)C)c2ccccc21
→ -19.6%, 22.3%, 7.6%, 21.6%, 10.9%[46 µM], -0.5%, -3.8%
CCOC(=O)C1=C(C)NC(C)=C(C(=O)OCC)C1c1ccc(O)cc1
→ 1.5%[46.1 µM], 3.8%, 7.2%, 33.6%[38.3 µM], -26.6%, -0.4%, 1.0%
O=C(NCCO)C1(c2ccccc2)CCCC1
→ -0.4%[46.1 µM], 12.3%, -27.9%, 9.4%[38.3 µM], 14.0%, -3.1%, 0.0%
CNNC(=S)Nc1cccc(C(F)(F)F)c1
→ -12.9%, 10.5%, 4.2%, nt, nt, nt, 0.5%
